PABP1 MLLE inh – inhibitors of microRNA-mediated deadenylation, human PABP1 MLLE binding. GST-MLLE / FITC-PAM2 fluorescence polarization. inhibition, % at 20 µM. 360,000 compounds, 0.36% hits; in the data active means inhibition above about 35%, passing the limit was not always enough;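 further: plate controls were DMSO wells with GST-MLLE for no effect and wells lacking GST-MLLE protein for full effect; some results filed as inactive read as strong as hits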
CSN deneddyl inh – CSN deneddylation inhibition | Q92905 | 360,000 compounds, 0.38% hits | Purified CSN, SCF-Nedd8-OG deneddylation, fluorescence polarization | AID 651999 | inhibition, % at 12.5 µM;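 active means pattern-corrected inhibition above about 35%, with an unprinted fluorescence ratio check between 0.5 and 1.5, limit read from the data, passing the limit was not always enough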;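 further: 0% = enzyme with substrate and 100% = substrate without enzyme; some results filed as inactive read as strong as hits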
Target sequence (Q92905 whole entry, looked up, one chain of several): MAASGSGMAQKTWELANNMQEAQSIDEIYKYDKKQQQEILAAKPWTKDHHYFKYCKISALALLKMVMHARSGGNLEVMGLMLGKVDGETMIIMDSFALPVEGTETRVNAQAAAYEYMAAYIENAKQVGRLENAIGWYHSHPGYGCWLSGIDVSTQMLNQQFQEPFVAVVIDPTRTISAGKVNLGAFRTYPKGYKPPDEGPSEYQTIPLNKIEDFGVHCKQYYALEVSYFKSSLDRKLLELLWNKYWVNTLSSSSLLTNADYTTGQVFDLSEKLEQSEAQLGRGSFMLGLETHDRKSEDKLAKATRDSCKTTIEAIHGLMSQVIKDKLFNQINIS
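assay system = purified human Csn5 enzyme expressed in HEK293T cells | amount = 0.24 nM enzyme | buffer or medium = Tris/NaCl/DTT buffer, pH 7.5 | reagent = 10 nM SCFSkp2-Nedd8OG | compound = one concentration, 12.5 µM, 0.25% DMSO | times = 90 min reaction at room temperature | signal = FP | read-out basis = % inhibition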
MsrA inhibitor – inhibits bovine methionine sulfoxide reductase A. inhibition, % at 15.5 µM. 360,000 compounds, 0.75% hits. AID 651718. purified bovine MsrA, absorbance read-out; in the data active means inhibition above about 4.5%;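 further: 0% = vehicle wells with enzyme and 100% = reference inhibitor wells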
E coli Lon inh – inhibitors of E. coli Lon protease; 360,000 compounds, 0.42% hits; AID 602123; purified E. coli Lon protease, fluorescence polarization; inhibition, % at 7.94 µM; in the data active means inhibition above about 13%, passing the limit was not always enough;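 further: 0% = enzyme with probe and DMSO and 100% = no enzyme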
Rin1 Abl inh – human Rin1-Abl interaction inhibition. 360,000 compounds, 0.4% hits. TR-FRET Rin1/Abl binding, biochemical. inhibition, % at 7.35 µM; in the data active means inhibition above about 5%, passing the limit was not always enough
Neddyl block – cullin neddylation inhibition; TR-FRET cullin neddylation, biochemical; calls only at 25 µM; P61081+Q13564; 360,000 compounds, 0.58% hits; in the data active means inhibition above about 36%
Target sequence (P61081 whole entry, looked up): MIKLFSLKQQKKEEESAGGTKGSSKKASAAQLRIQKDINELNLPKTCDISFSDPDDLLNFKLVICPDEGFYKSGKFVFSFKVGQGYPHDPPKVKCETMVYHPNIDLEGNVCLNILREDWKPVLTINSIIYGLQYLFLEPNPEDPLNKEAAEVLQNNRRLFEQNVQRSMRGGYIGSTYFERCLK
Target sequence (Q13564 whole entry, looked up): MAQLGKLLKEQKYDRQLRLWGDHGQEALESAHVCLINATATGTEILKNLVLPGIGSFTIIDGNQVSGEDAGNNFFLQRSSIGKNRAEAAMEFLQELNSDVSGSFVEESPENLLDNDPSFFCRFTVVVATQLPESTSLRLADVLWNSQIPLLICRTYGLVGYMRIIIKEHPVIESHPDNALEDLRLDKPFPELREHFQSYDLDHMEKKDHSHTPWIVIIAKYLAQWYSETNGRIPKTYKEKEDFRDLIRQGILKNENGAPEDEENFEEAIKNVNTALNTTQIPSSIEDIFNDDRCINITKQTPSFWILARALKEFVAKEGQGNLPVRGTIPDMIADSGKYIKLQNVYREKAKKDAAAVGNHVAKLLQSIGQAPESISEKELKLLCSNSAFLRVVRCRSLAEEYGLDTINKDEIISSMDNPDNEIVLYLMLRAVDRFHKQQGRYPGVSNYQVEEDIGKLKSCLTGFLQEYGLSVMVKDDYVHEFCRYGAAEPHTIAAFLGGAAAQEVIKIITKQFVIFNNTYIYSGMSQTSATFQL
FAS-TE inh – inhibitors of human fatty acid synthase thioesterase domain | recombinant FAS-TE, OMFH fluorogenic substrate, fluorescence endpoint | P49327 | inhibition, % at 15 µM | 360,000 compounds, 0.67% hits;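 active means compounds whose normalised, plate-corrected inhibition of enzyme fluorescence in the single-dose primary screen is 50% or more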;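 further: 0% = DMSO with enzyme and 100% = substrate without enzyme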
MsrA act – activators of bovine methionine sulfoxide reductase A. activation, % at 10.6 µM. purified bovine MsrA, absorbance read-out. AID 602163. 360,000 compounds, 0.3% hits; in the data active means activation above about 7.5%;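 further: 0% = vehicle and 100% = reference activator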
TbMetRS inhib – blocks T. brucei methionyl-tRNA synthetase activity; purified T. brucei MetRS, ATP depletion, Kinase-Glo luminescence; inhibition, % at 11.9 µM; 360,000 compounds, 0.4% hits; AID 624268;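 active means inhibition above a per-plate cutoff of the control wells' mean inhibition plus 3 SD, cut at about 5.5% in these data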;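 further: 0% = DMSO wells median and 100% = median of wells with control inhibitor compound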
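technique = Kinase-Glo luminescence, ATP depletion format | system = purified MetRS (methionyl-tRNA synthetase) enzyme from Trypanosoma brucei | timing = 15 min preincubation, 2 h reaction, all 25 °C | evaluation = percent inhibition versus plate control medians | dosing = single dose, 11.9 µM final nominal, 0.9% final DMSO | also added = substrates ATP, L-methionine and bulk Escherichia coli tRNA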
Starred values were filed as active, the others as inactive; i = inactive; / = not tested or not shown; & = joins results of further samples.

SMILES | PABP1 MLLE inh | CSN deneddyl inh | MsrA inhibitor | E coli Lon inh | Rin1 Abl inh | Neddyl block | FAS-TE inh | MsrA act | TbMetRS inhib
CNC(=S)N1CCN(c2ccc(Cl)c(Cl)c2)CC1 | -138 | -2 | 0.2 | 3 | -5 | i | 14 | -4 | 1.0
CCOc1ccc(-c2cccc(NS(=O)(=O)c3ccccc3[N+](=O)[O-])c2)nn1 | 1 | 0 | 1.4 | 3 | 1 | i | 11 | -1 | -0.3
Cc1ccc(N2CCN(C(=O)c3nn(C)c4c3CS(=O)(=O)c3ccccc3-4)CC2C)cc1 (stereo not drawn) | 1 | -5 | -1.5 | 5 | 4 | i | 19 | -3 | -0.3
COc1cccc(/C=N/c2nc3ccccc3n2C)c1O | -1 | 0 | -0.4 | -1 | -1 | i | -5 | -4 | 0.2
O=C(NCCN=C1NS(=O)(=O)c2ccccc21)c1ccccc1 | -4 | 2 | -0.2 | -9 | 0 | i | -7 | -2 | -0.1
CC(CC(=O)Nc1ccc2c(c1)c(=O)n(C)n2-c1ccccc1)c1ccccc1 (stereo not drawn) | -5 | 5 | -1.1 | -6 | -4 | / | -1 | -3 | 0.4
CCC1CCCCN1C(=O)c1ccc(OC)c(OC2CCN(C(C)=O)CC2)c1 (stereo not drawn) | 8 | 1 | 0.0 | 1 | 3 | i | -4 | -4 | -0.5
OC(c1cc(F)cc(Cl)c1)c1ncc(-c2ccccc2C(F)(F)F)[nH]1 (stereo not drawn) | 12 | 3 | -0.6 | -4 | -1 | i | 4 | 0 | 26*
CCN(CCNC(=O)CN1CCN(Cc2ccc(Cl)cc2)C1=O)c1ccccc1 | -6 | -2 | -0.7 | 1 | -1 | i | 3 | -1 | -1.6
Cc1nn(C(=O)c2cccc([N+](=O)[O-])c2)c(C)c1Sc1ccccc1 | -2 | 0 | -0.7 | -6 | 3 | i | 18 | -6 | 0.2
CSCC(C)N1CCC(n2nccc2NC(=O)CCc2ccccc2)CC1 (stereo not drawn) | 33 | 2 | -1.0 | 4 | 3 | i | -6 | 0 | -0.2
COc1ccc(CCNC2=C(Cl)C(=O)N(CCc3ccccc3)C2=O)cc1OC | -1 | 3 | 1.4 | -7 | 2 | i | 9 | -7 | -1.6
COc1cc(C(=O)OCC(=O)Nc2ccc(S(=O)(=O)N3CCCC3)cc2)cc(OC)c1OC | -3 | -3 | 0.5 | -4 | 18* | i | 6 | -1 | -0.1
Nc1cc(=O)nc(SCC(=O)N2CCN(c3ccccc3)CC2)n1-c1ccccc1 | 3 | 5 | -0.3 | -2 | -1 | i | -6 | -1 | -0.3
O=C(c1cccs1)N1CCN(C(=O)C(c2ccccc2)c2ccccc2)CC1 | -7 | 3 | -0.7 | 2 | -1 | i | -3 | 1 | 0.6
CN(C)C(CNC(=O)c1ccc(NS(=O)(=O)c2ccc(F)c(F)c2)cc1)c1ccccc1 (stereo not drawn) | 7 | 0 | -0.8 | -1 | 3 | i | -3 | -2 | -0.4
CCCCNC(=O)C1(C)CCN1C(=O)c1ccc(OC)c(C(F)(F)F)c1 (stereo not drawn) | 11 | 1 | 0.6 | 3 | -1 | i | -5 | -2 | -0.2
O=C(COc1ccccc1Cl)NCCC1=CCCCC1 | -14 | -16 | 0.2 | 0 | 3 | i | 7 | -2 | 0.1
CCn1c(=O)cc(SCC(=O)Nc2ccc3c(c2)OCCO3)c2ccccc21 | -1 | 2 | 0.6 | -5 | -122 | i | 21 | -6 | -0.1
CCCn1c(N)c(N2CCCCC2)c(=O)n(CC(=O)Nc2ccccc2C)c1=O | -18 | -5 | -0.2 | -4 | -2 | i | 0 | -2 | -0.8
COc1ccc(CCNC(=O)C(=O)c2cn(CC(=O)N3CCOCC3)c3ccccc23)cc1OC | -5 | 2 | 0.0 | -1 | 0 | i | -3 | 0 | 0.4
CCOC1=C2[C@H](c3ccc(Cl)cc3)N(S(=O)(=O)c3ccc(C)cc3)C[C@H]2n2c(=O)n(-c3ccccc3)c(=O)n2C1 | 6 | -5 | -0.5 | 4 | -3 | i | 56* | 0 | 0.3
Cn1c(NC(=O)/C=C/c2ccco2)cc(=O)n(C)c1=O | -2 | -5 | 2.4 | 2 | -2 | i | -12 | -5 | 0.2
CCCN(Cc1ccccc1)C(=S)Nc1ccc(OCC)cc1 | -109 | -2 | -0.2 | 14 | 0 | i | 11 | -5 | -0.4

Reprinted at random: 3 records from the list.
SMILES | PABP1 MLLE inh | CSN deneddyl inh | MsrA inhibitor | E coli Lon inh | Rin1 Abl inh | Neddyl block | FAS-TE inh | MsrA act | TbMetRS inhib
CCCN(Cc1ccccc1)C(=S)Nc1ccc(OCC)cc1 | -109 | -2 | -0.2 | 14 | 0 | i | 11 | -5 | -0.4
O=C(COc1ccccc1Cl)NCCC1=CCCCC1 | -14 | -16 | 0.2 | 0 | 3 | i | 7 | -2 | 0.1
O=C(c1cccs1)N1CCN(C(=O)C(c2ccccc2)c2ccccc2)CC1 | -7 | 3 | -0.7 | 2 | -1 | i | -3 | 1 | 0.6

The list continues.
SMILES | PABP1 MLLE inh | CSN deneddyl inh | MsrA inhibitor | E coli Lon inh | Rin1 Abl inh | Neddyl block | FAS-TE inh | MsrA act | TbMetRS inhib
O=C(NCCCN1CCOCC1)c1cnccn1 | -5 | -6 | 0.9 | 1 | -2 | i | -9 | 2 | -0.4
CC(C)C[C@H]1CNC(=O)C(=O)N1CC1CCN(CC2CCC(C(C)(C)C)CC2)CC1 (stereo partly drawn) | -5 | 4 | 1.1 | -9 | 0 | i | -13 | -1 | -0.2
CCOc1ccccc1NC(=O)CCN1CCN(S(=O)(=O)c2ccc(Br)cc2)CC1 | -5 | 1 | -2.0 | -7 | -3 | i | 8 | -13 | -1.9
CN1CCC(N(C)C(=O)c2sc3cc(F)ccc3c2Cl)CC1 | 18 | 3 | -0.5 | 1 | 2 | i | -10 | -2 | -0.2
O=C(CN(CCO)c1ccccc1)NC12CC3CC(CC(C3)C1)C2 | -8 | 6 | -0.7 | -4 | -1 | i | 2 | -1 | -0.3
CCCS(=O)(=O)N1CCCC(C(=O)NCCc2cccc(C)c2)C1 (stereo not drawn) | 1 | 2 | 0.1 | 4 | 4 | i | -1 | -2 | -0.1
COc1ccc(Br)cc1C1NC(=O)c2c(sc3c2CCN(C)C3)N1 (stereo not drawn) | -33 | 11 | 0.0 | -29 | -3 | i | -18 | -2 | -0.5
CCOC(=O)COc1ccc(C2CC(C)=NN2c2ccccc2)cc1 (stereo not drawn) | -5 | 1 | -1.0 | 5 | 4 | i | 14 | -1 | 0.0
COc1ccccc1C(C)NC(=O)c1ccc(S(=O)(=O)NCc2ccco2)cc1 (stereo not drawn) | 13 | 1 | 0.7 | 1 | 7 | i | 0 | -6 | -0.4
COc1ccc(C(=O)C2CCCN(C(=O)c3cccnc3OC)C2)cc1F (stereo not drawn) | -26 | 1 | 1.7 | 8 | 6 | i | -3 | -2 | 0.6
O=C(COC(=O)/C=C/C(=O)OCC(=O)NC12CC3CC(CC(C3)C1)C2)NC12CC3CC(CC(C3)C1)C2 | -19 | 1 | 0.8 | -5 | 5 | i | 8 | -1 | 0.9
CCOc1cc(/C=C2/SC(=O)N(CC(=O)N3CCc4ccccc4C3)C2=O)ccc1OCC(=O)O | 7 | -3 | 4.3 | -8 | 0 | i | -7 | -16 | -1.5
Cc1ccc(OCCNC(=O)[C@H]2O[C@@H](n3cnc4c(N)ncnc43)[C@H](O)[C@@H]2O)cc1C | 12 | 0 | 1.9 | -7 | 3 | i | -9 | -8 | -1.2
COc1cc(/C=N/c2oc(-c3ccccc3)cc2C#N)ccc1O | 8 | -2 | 3.6 | -8 | -1 | i | 2 | -2 | -1.1
O=C(c1ccc(F)cc1)C1CCN(C(=O)NCc2ccccc2)CC1 | -12 | 1 | -1.5 | 1 | 0 | i | -1 | 0 | -0.2
O=C1Nc2ccccc2CN2C(=O)c3cc(Cl)ccc3NC(=O)C12 (stereo not drawn) | 6 | 3 | 0.2 | -1 | 5 | i | -3 | -6 | -1.1
CCOC(=O)/C=C1/SCC(=O)N1CC(=O)Nc1ccccc1OC(F)F | -52 | 13 | 0.3 | -41 | -3 | i | -12 | -3 | -0.2
CCNC(=O)C1(C)CCN(C(=O)c2ccc(F)cc2Cl)C1 (stereo not drawn) | -9 | -1 | 0.9 | -3 | 2 | i | -8 | 0 | -0.1
COC(=O)Cn1ccnc1[N+](=O)[O-] | -4 | 0 | 0.8 | 13 | 2 | i | -6 | -2 | -0.3
O=C(CC1NCCc2ccccc21)Nc1ccc(Cl)cc1 (stereo not drawn) | -2 | 1 | 0.8 | -7 | -3 | i | -3 | -3 | 0.3
Cc1onc(-c2ccccc2)c1C(=O)Nc1ccccc1C#N | 13&3 | 0&-8 | -0.4&-0.7 | -3&1 | 0&0 | i | -2&-2 | -11&0 | -1.0&-0.7
CCOC(=O)c1nnn(-c2nonc2N)c1-c1cccs1 | -1 | -2 | 0.1 | -2 | 1 | i | -1 | -7 | -1.5
CC(=S)c1c(C)cc2cc(C)ccn12 | 14 | -2 | 0.7 | -15 | 1 | i | 12 | -10 | -0.3
CCCCNC(=S)N1CCN(Cc2ccc3c(c2)OCO3)CC1 | -120 | -8 | 0.4 | -6 | 6 | i | -7 | -3 | -0.1
CC1(C)C2CC[C@]1(C)C(=O)N(CCCCN1CCN(c3ccccn3)CC1)C2=O | -2 | 3 | -0.2 | 0 | 3 | i | -7 | 1 | -0.8
Cc1nn(Cc2ccccc2)c(C)c1/C=N/NC(=O)c1ccccc1O | -13 | 2 | 0.2 | 2 | -1 | i | -3 | -4 | 0.4
O=C(CN(Cc1ccccc1)C(=O)c1cc2c(s1)CCC2)NCc1cccs1 | 9 | -4 | 0.6 | -8 | 6 | i | 16 | -1 | -1.3
Cc1nc(SC(C)C)[nH]c(=O)c1Cc1ccccc1 | 1 | 2 | 1.1 | -8 | 0 | i | -6 | 1 | -0.6
COc1ccc(C(C(=O)NCc2ccccc2)n2c(=O)c(-c3ccccc3)nc3ccccc32)cc1 (stereo not drawn) | / | -3 | 3.0 | / | / | i | / | / | -0.2
Cc1ccc(OCC(=O)NNC(=O)c2ccc(NC(=O)C3CC3)cc2)c(C)c1 | -17 | 1 | 0.8 | -2 | -5 | i | -4 | -4 | 0.1
CCC(=O)N1C(C(=O)O)CSC1c1ccc(OC)cc1 (stereo not drawn) | 3 | 1 | 0.1 | 3 | -1 | i | -6 | -4 | 0.1
O=C(c1ccc(Sc2cccc(Cl)c2)c([N+](=O)[O-])c1)N1CCN(c2ccccn2)CC1 | 5 | 0 | -0.8 | -5 | -3 | i | 29 | -2 | -0.9
Cc1cc(C)c2oc(C(=O)Nc3ccc(S(=O)(=O)N4CCC(C)CC4)cc3)cc(=O)c2c1 | 3 | 2 | -0.8 | -4 | 0 | / | 9 | -8 | -0.6
CSc1cccc(NC(=O)COC(=O)C2(c3ccccc3)CC2)c1 | 10 | -7 | 0.9 | -2 | 2 | i | 20 | -1 | 0.0
O=C(Nc1ccc(C(F)(F)F)cc1[N+](=O)[O-])O[C@H]1[C@H](Cc2ccccc2)NS(=O)(=O)[C@H]2C[C@@H]3C=C[C@]12O3 | -2 | -5 | 0.9 | -9 | 1 | i | 35 | 0 | -0.3
CCOC(=O)c1sc(NC(=O)c2ccc(OC(C)=O)cc2)nc1C | -1 | -2 | 1.1 | -3 | -4 | i | 0 | -3 | 0.1

Screening results (PubChem BioAssay)
